Source: PubChem BioAssay (several laboratories)
MazF activator: activators of E. coli MazEF toxin-antitoxin RNase. AID 504720. P0AE70. 350,000 compounds, 0.32% hits. activation, % at 20 µM. FAM/BHQ RNA-DNA oligo cleavage fluorescence, 5 h; in the data active means activation above about 50%
Target sequence (P0AE70 whole entry, looked up): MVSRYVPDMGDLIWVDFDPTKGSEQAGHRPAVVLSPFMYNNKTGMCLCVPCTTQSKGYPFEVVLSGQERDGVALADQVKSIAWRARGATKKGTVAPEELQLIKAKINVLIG
Mtb BioA inh: inhibitors of Mycobacterium tuberculosis BioA enzyme; purified M. tuberculosis BioA enzyme, plate reader; inhibition, % at 9.99 µM; 360,000 compounds, 0.096% hits; in the data active means inhibition above about 40%; inconclusive means no clear call, values can overlap the other calls
UGM FP inh: inhibitors of M. tuberculosis UDP-galactopyranose mutase. inhibition, % at 10 µM. 320,000 compounds, 0.06% hits. purified UGM, fluorescence polarization probe displacement. P9WIQ1. AID 504406; in the data active means inhibition above about 10%, passing the limit was not always enough; inconclusive means no clear call, values can overlap the other calls
FadD28 binding: inhibitors of Mycobacterium tuberculosis FadD28 bisubstrate binding; inhibition, % at 12.5 µM; 360,000 compounds, 0.22% hits; AID 588549; FadD28 bisubstrate probe binding, fluorescence polarization; in the data active means inhibition above about 8.5%, passing the limit was not always enough; inconclusive means no clear call, values can overlap the other calls
Rv3671c inh: inhibitors of M. tuberculosis serine protease Rv3671c; 320,000 compounds, 0.048% hits; inhibition, % at 5.96 µM; in the data active means inhibition above about 38%;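 further: extracellular domain of Rv3671c used as enzyme; 0% = enzyme with DMSO and 100% = no enzyme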
Target sequence (P9WHR9 whole entry, looked up, the tested form may be a part): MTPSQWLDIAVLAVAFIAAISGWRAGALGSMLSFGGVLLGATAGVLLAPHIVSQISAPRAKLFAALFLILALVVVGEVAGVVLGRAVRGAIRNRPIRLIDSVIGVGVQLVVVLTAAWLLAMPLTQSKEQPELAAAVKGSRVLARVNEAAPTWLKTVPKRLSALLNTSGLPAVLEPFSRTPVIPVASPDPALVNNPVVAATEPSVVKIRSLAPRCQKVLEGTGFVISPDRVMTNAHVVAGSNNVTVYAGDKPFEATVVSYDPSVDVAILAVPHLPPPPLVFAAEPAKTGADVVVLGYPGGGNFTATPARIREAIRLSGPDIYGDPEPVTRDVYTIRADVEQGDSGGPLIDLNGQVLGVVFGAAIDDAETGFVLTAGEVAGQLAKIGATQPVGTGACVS
Mtb FBA inh: inhibits M. tuberculosis FBA enzyme; purified M. tuberculosis FBA, fluorescence read-out; 360,000 compounds, 2.3% hits; P9WQA3; inhibition, % at 1 µM; in the data active means inhibition above about 27%;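 further: 0% = vehicle and 100% = reference inhibitor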
Target sequence (P9WQA3 whole entry, looked up): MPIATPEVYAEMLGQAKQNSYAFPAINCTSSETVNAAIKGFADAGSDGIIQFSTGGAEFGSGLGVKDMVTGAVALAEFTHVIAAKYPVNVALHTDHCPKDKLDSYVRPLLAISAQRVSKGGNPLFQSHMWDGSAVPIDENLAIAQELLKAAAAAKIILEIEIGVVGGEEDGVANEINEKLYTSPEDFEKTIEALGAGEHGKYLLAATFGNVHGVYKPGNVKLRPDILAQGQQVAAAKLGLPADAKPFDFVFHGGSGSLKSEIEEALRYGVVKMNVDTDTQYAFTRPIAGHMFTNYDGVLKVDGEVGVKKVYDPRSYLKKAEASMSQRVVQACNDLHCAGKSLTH
GDH-TPI inh: GDH-TPI coupled enzyme inhibition counter-screen; 360,000 compounds, 1.2% hits; inhibition, % at 4.8 µM; GDH-TPI coupled enzyme counterscreen, NADH absorbance;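 further: 0% = DMSO wells and 100% = wells lacking the enzyme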
CCHF vOTU inh: blocks the CCHF virus ovarian tumor domain protease; CCHFV vOTU protease, Pep-AMC fluorescence; inhibition, % at 11.5 µM; 370,000 compounds, 0.55% hits; AID 651958; further: 0% = vehicle wells with enzyme and 100% = no enzyme wells
DUSP3 inh: inhibitors of human VHR1 phosphatase (DUSP3); P51452; recombinant VHR phosphatase, pNPP absorbance; inhibition, % at 13.3 µM; AID 1654; 290,000 compounds, 0.52% hits; in the data active means inhibition above about 50%; further: some compounds called inactive have numbers as strong as hits
Target sequence (P51452 whole entry, looked up): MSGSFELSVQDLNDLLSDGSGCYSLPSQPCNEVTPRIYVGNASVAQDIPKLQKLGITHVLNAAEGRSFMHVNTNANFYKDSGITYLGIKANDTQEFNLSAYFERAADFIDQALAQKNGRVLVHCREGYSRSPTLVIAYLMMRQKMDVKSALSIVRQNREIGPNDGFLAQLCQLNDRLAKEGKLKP
BoNT F protease: BoNT F light chain protease inhibition | 360,000 compounds, 0.22% hits | Multiplex microsphere protease cleavage assay, flow cytometry | inhibition, % at 10 µM; in the data active means inhibition above about 35%, passing the limit was not always enough; inconclusive means no clear call, values can overlap the other calls; further: plate controls were buffer without enzyme for full effect and enzyme alone for no effect
Active calls of the source: *; ? = inconclusive; nt = no result given. Unless noted, no stated cut-off is given here; in the data, active means inhibition above about 30%; inactive means the rest.

SMILES	MazF activator	Mtb BioA inh	UGM FP inh	FadD28 binding	Rv3671c inh	Mtb FBA inh	GDH-TPI inh	CCHF vOTU inh	DUSP3 inh	BoNT F protease
Cc1ccc(C(=O)N/C(=C\c2cn(S(=O)(=O)N(C)C)c3ccccc23)C(=O)NCCCN2CCOCC2)cc1	-20	0.8	-2.1	-3.4	-6	-1	29	21	-26	-1
CCOP(=O)(OCC)C(O)c1cc(OC)c(OC)c(OC)c1 (stereo not drawn)	-4	nt	2.4	-3.9	-1	3	11	2	-5	2
O=c1oc2ccccc2n1CCn1c2ccccc2c2nc3ccccc3nc21	14	-2.0	4.7	-3.0	-13	2	11	-5	20	-3
C=CCN(CC=C)C(=O)Nc1ccc2nc(C)sc2c1	-3	nt	2.7	-0.5	-5	0	4	-8	6	-2
Cc1ccc(-n2ncc3c(=O)n(CC(=O)N(C)C)cnc32)cc1C	6	0.5	1.4	-3.3	-1	3	-9	-12	9	26
CN(C(=O)CCN1C(=O)c2ccccc2C1=O)c1ccccc1	3	-1.1	-0.1	-4.3	12	-1	10	-7	4	13
O=C1CCCc2c1nc(-c1ccccc1)n2O	-2	nt	3.7	-4.1	-11	11	1	nt	0	0
O=c1[nH]nc(N/N=C/c2ccccc2OC(F)F)c(=O)[nH]1	-1	0.1	-0.5	-3.2	-1	3	42*	1	10	-5
Cc1ccc2c(c1)N(C(=O)CCC(=O)NCCN1CCOCC1)CC(C)O2 (stereo not drawn)	4	-0.5	0.5	-2.0	5	5	-2	0	6	2
C=CCn1c(SCC(N)=O)nc2nc3c(cc2c1=O)COC(C)(C)C3	-1	-1.3	2.7	-1.4	-5	2	-1	-11	21	-1
Cc1ccc2nsnc2c1NC(=O)COc1ccccc1F	-1	nt	-1.6	-2.7	-2	-1	-2	7	24	-3
Cc1ccc(CN2CCN(C/C(Cl)=C/c3ccccc3)CC2CCO)o1 (stereo not drawn)	5	nt	3.9	-3.5	1	-1	5	16	38	-3
CN(Cc1cccs1)S(=O)(=O)c1ccc(Cl)cc1F	0	-0.7	-3.0	-1.8	-1	2	-4	7	nt	17
CC(CNC(=O)CC[C@H]1O[C@@H](n2cnc3c(NC(=O)c4ccccc4)ncnc32)[C@H](O)[C@@H]1O)c1ccccc1 (stereo partly drawn)	nt	-1.0	nt	0.0	nt	1	nt	21	nt	-14
COC(=O)c1c(C)oc(C)c1S(=O)(=O)N(Cc1ccccc1)C(C)C	0	-0.8	-1.1	0.9	6	6	3	-2	20	?
CC(C)(C)OC(=O)N1CCC(C(=O)O)CC1	2	0.2	0.5	1.6	2	-1	-1	4	25	-3
CC(Sc1nc(N)cc(=O)[nH]1)C(=O)Nc1nc2c(s1)CCCC2 (stereo not drawn)	-3	1.0	1.4	-3.8	6	0	-5	11	2	-4
O=C(Nc1ccc2c(c1)OCO2)c1cc(C2CCCN(C(=O)CCCc3ccccc3)C2)on1 (stereo not drawn)	nt	-0.6	nt	-5.4	nt	-2	-14	11	nt	-53
S=C(c1ccc2c(c1)OCO2)N1CCN(c2cccc(Cl)c2)CC1	-13	-0.2	nt	-0.4	nt	-2	2	-6	nt	-13
O=C(CNC(=O)c1ccc(Cl)cc1)OCn1nnc2ccccc2c1=O	10	nt	3.9	0.8	-2	0	2	17	nt	-5
NC(=O)c1cc(S(=O)(=O)NCCCc2ccco2)cs1	3	-2.4	0.3	-2.9	3	0	-9	-5	-3	0
CCOc1ccc(-c2nnc3sc(COc4ccccc4)nn23)cc1	1	-1.1	-3.3	0.7	-1	1	5	0	26	-7
C/C(=N\NC(=S)NC1CCCCC1)c1cccs1	-3	-1.1	1.5	-0.6	-7	1	13	-6	-14	-9
Cc1nnc(N2CCOCC2)c2ccccc12	0	-3.7	-0.8	-2.5	-3	-9	16	0	-8	-13
CCOc1cc(/C=N\Nc2ccc([N+](=O)[O-])cc2)ccc1OCC(=O)Nc1ccc(C)c(C)c1	15	-2.4	-1.2	-1.8	4	-1	8	11	31	8
Cc1cc(Cl)ccc1OCC(=O)N1CCCCC1	6	-0.1	-0.5	-1.6	6	3	3	1	-5	25
Cc1ccc(-n2nc3c(N4CCC(C(=O)NCCc5ccccc5C)CC4)nnc(C)c3c2C)cc1	12	-0.1	-1.2	0.4	-1	5	21	nt	-4	-1
CN(/N=C/c1ccc([N+](=O)[O-])o1)c1ccccc1	-3	nt	-0.1	-0.7	-2	-15	3	16	14	-7
O=S(=O)(Nc1ccc(Cc2ccncc2)cc1)c1cccs1	-8	-1.5	0.7	0.0	-9	1	16	1	32	-17
CCOC(=O)c1sc2nc(CC(=O)OC)nc(NCc3ccc(F)cc3)c2c1C	-1	-0.5	-1.0	1.1	0	32*	17	-12	27	-3
O=C(Cc1ccc(Br)cc1)Nc1ccc2[nH]ncc2c1	14	4.9	0.7	0.7	3	2	10	2	22	nt
CC(C)c1nnc(NC(=O)Cc2ccccc2[N+](=O)[O-])s1	1	0.1	-1.6	1.7	-2	-2	-2	-2	7	-4
COc1ccccc1C(=O)NC(=O)CSc1nncn1C	-1	3.6	-1.9	2.0	-3	0	-3	-8	nt	7
CCc1ccc(NC(=O)COC(=O)/C=C/c2ccco2)cc1	-3	-0.1	2.5	1.3	2	0	12	-12	nt	6
CC1CCN(S(=O)(=O)c2ccc(Cl)s2)CC1	5	-1.0	nt	-2.3	-2	3	-5	10	nt	-5
Cc1c(C(=O)NCc2cccc(C(F)(F)F)c2)sc(=O)n1Cc1cccc(F)c1	nt	-0.5	nt	-14	nt	-2	-4	19	nt	2
O=C(c1ccccc1F)N1CCN(c2cnn(-c3cccc(Cl)c3)c(=O)c2Cl)CC1	-5	0.5	-0.6	-1.7	11	-3	5	12	14	-5
CCn1ncc(/C=N\NC(=O)c2csc3ccccc23)c1C	-1	-1.0	1.7	-1.6	4	5	9	8	10	-1
Cc1ccc(S(=O)(=O)N2CCN(C(=O)COC(=O)Cc3cccc(C(F)(F)F)c3)CC2)c(C)c1	-1	nt	0.1	?	1	-2	-6	12	nt	-3
CN(C)c1ccc(N=Nc2ccccc2C(=O)OCC(=O)N(C)C2CCCCC2)cc1	-1	nt	1.8	1.2	1	2	4	12	38	7
Cc1nc(SCC(=O)CC(=O)OC(C)C)c(C#N)c(C)c1C	13	-0.5	1.1	-1.2	3	5	2	2	6	-13
CCOc1c(C(=O)CC)cc2c(C)cc(=O)oc2c1C	2	0.1	-2.5	0.2	6	-1	17	6	13	-1
CCc1nc(NC(=O)Cc2csc(C)n2)sc1C(=O)OC	0	-3.4	-0.2	-5.5	2	-3	-7	-5	19	8
O=C(OCC(=O)N1CCc2ccccc2C1)c1c(F)cccc1Cl	2	0.9	1.2	-1.0	-3	4	6	0	nt	5
S=C(NCCc1ccccn1)Nc1ccc(Cl)cc1	-6	nt	-1.8	-3.8	-1	0	-4	5	1	-4
CCN(CC)CCN(C(=O)c1ccc([N+](=O)[O-])cc1)c1nc2c(OC)cccc2s1	3	nt	-0.3	-0.8	0	4	21	2	-16	nt
Cc1ccc2[nH]c3c(=O)n(CCCN4CCN(C)CC4)cnc3c2c1	3	0.5	1.7	-0.8	2	17	16	-7	13	-6
O=C(CNC(=O)c1ccc(Cl)cc1)c1ccccc1	5	nt	-1.2	-2.9	0	1	11	-11	nt	nt
Cc1nc(NC(=O)c2ccco2)sc1-c1csc(Nc2ccc(Cl)cc2)n1	4	-7.1	3.0	-0.1	-16	7	24	9	12	-9
COc1ccccc1/C=C/C(=O)NCC(=O)N/N=C/c1ccc(C)o1	9	nt	3.5	nt	-5	5	14	7	39	-6
CC1CCC(NCC(=O)Nc2cccc(S(N)(=O)=O)c2)CC1 (stereo not drawn)	8	-0.3	0.5	-5.2	4	1	2	7	33	-2
CS(=O)(=O)NCCNC(=O)c1cc(OCC(F)(F)F)ccc1OCC(F)(F)F	-1	nt	-1.5	-3.7	0	3	-6	19	2	-4
N#Cc1c(/N=C\c2ccc(O)c([N+](=O)[O-])c2)sc2c1CCCC2	-2	nt	-0.3	-0.6	2	-7	9	-2	-17	-2
CNc1nc(-c2ccccc2)[n+](-c2ccc(C)cc2)s1	-4	nt	0.4	-1.2	-1	1	8	-7	-12	27
CN(C)C=NC(=O)c1cc(C(=O)c2ccc(Cl)cc2)c[nH]1	-12	nt	-1.1	-2.4	-17	-1	9	-10	-7	-5
COc1ccc(-c2nc(CCl)cs2)cc1	11	nt	-0.2	-3.8	12	3	-12	0	18	-7
CCCCC(=O)Nc1ccc(NC(=O)c2cnccn2)cn1	6	nt	4.5	-3.9	4	-2	0	-3	-15	-2
Cn1c(CN2CCN(C(=O)c3ccccc3)CC2)nc2cc([N+](=O)[O-])ccc21	3	nt	-1.3	0.0	-4	-2	12	9	2	-5
Cc1cccc(N2CC(C(=O)Nc3nnc(SCC(=O)Nc4nccs4)s3)CC2=O)c1 (stereo not drawn)	7	nt	1.0	-1.0	-10	1	17	-15	6	-20
CCn1cc(/C=N/O)c(C)n1	0	-0.9	4.2	-2.2	-6	1	-8	-2	-20	-3

(cont.)
SMILES	MazF activator	Mtb BioA inh	UGM FP inh	FadD28 binding	Rv3671c inh	Mtb FBA inh	GDH-TPI inh	CCHF vOTU inh	DUSP3 inh	BoNT F protease
O=C(Nc1ccncc1)Nc1cccc(F)c1	1	13	0.8	-3.9	nt	0	4	-3	27	-5
CC1(c2ccc(OC(F)F)cc2)NC(=O)N(CC(=O)Nc2ccc(OC(F)F)cc2)C1=O (stereo not drawn)	6	3.6	-0.6	-7.9	-3	1	7	-9	-25	-11
COC(=O)[C@@H](Cc1ccccc1)NC(=O)CC[C@H]1O[C@@H](n2cc(C)c(=O)[nH]c2=O)C[C@@H]1O	-5	-0.3	nt	-1.1	nt	0	7	-7	nt	-1
CN(C)S(=O)(=O)c1ccc(C(=O)NCc2ccco2)cc1	3	nt	1.1	1.0	4	0	7	-5	-7	-1
CN(C)S(=O)(=O)c1cccc(C(=O)NCC2CCCCC2)c1	4	-4.5	0.5	-1.4	6	3	5	1	34	-3
CC1(C)NC(=O)N(CC(=O)N2CCN(S(=O)(=O)c3ccccc3C(F)(F)F)CC2)C1=O	5	-0.9	0.5	-3.8	6	4	-4	1	nt	nt
CN(C)C(=O)c1cccc(-c2cnc3sc(NCc4ccc5c(c4)OCO5)nn23)c1	nt	2.2	nt	-2.9	nt	-3	0	6	nt	-8
O=[N+]([O-])c1cccc(CSC2=NCCN2S(=O)(=O)c2ccccc2)c1	4	0.7	-1.0	0.5	8	-1	6	-3	32	-1
O=C(CCC(=O)Nc1ccccc1Cl)NNC(=O)COc1ccc([N+](=O)[O-])cc1	17	0.1	-3.4	0.5	-10	2	9	4	nt	nt
O=C(CSc1ccc(-c2ccc(Br)cc2)nn1)N1CCOCC1	-9	1.2	2.7	-3.2	-7	-1	-5	3	8	-1
COc1cc2c(cc1O)C(SC)=NC(C)(C)C2	4	0.6	0.1	-5.0	-1	1	1	7	18	-21
CSc1ncccc1C(=O)NC1CCN(Cc2ccccc2)CC1	6	-0.2	1.7	-0.8	-1	-2	-4	6	88	-1
Cc1cccc(N2CCN(C(=O)c3ccc(NC(=O)CC4SC(N5CCCC5)=NC4=O)cc3)CC2)c1C (stereo not drawn)	0	1.0	2.5	0.1	-13	3	-1	6	nt	1

Five of these compounds in a different format.
Values run as follows: MazF activator, Mtb BioA inh, UGM FP inh, FadD28 binding, Rv3671c inh, Mtb FBA inh, GDH-TPI inh, CCHF vOTU inh, DUSP3 inh, BoNT F protease
CN(C)C(=O)c1cccc(-c2cnc3sc(NCc4ccc5c(c4)OCO5)nn23)c1
 : nt, 2.2, nt, -2.9, nt, -3, 0, 6, nt, -8
O=[N+]([O-])c1cccc(CSC2=NCCN2S(=O)(=O)c2ccccc2)c1
 : 4, 0.7, -1.0, 0.5, 8, -1, 6, -3, 32, -1
O=C(CCC(=O)Nc1ccccc1Cl)NNC(=O)COc1ccc([N+](=O)[O-])cc1
 : 17, 0.1, -3.4, 0.5, -10, 2, 9, 4, nt, nt
O=C(CSc1ccc(-c2ccc(Br)cc2)nn1)N1CCOCC1
 : -9, 1.2, 2.7, -3.2, -7, -1, -5, 3, 8, -1
COc1cc2c(cc1O)C(SC)=NC(C)(C)C2
 : 4, 0.6, 0.1, -5.0, -1, 1, 1, 7, 18, -21
